USP1 inh = blocks the human USP1/UAF1 deubiquitinase complex; recombinant USP1/UAF1, Ub-Rhodamine cleavage fluorescence; Potency, µM (doses to about 57.1 µM), for inactives: top-dose activity change, negative = inhibition, usual class: inhibitors; 390,000 tested, 0.23% active; AID 743255; also: % is scaled to controls: 0 for no effect and ±100 for the full control effect; nearly all actives have a fitted effect of over 60% in size; inactives centre near -12
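High-throughput fluorogenic screen: 1nM USP1/UAF1 complex, Ub-Rho substrate 150nM final, 50mM HEPES pH 7.8 with 0.5mM EDTA, 0.1 mg/ml BSA, 1mM TCEP and 0.01% Tween-20.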
Vif-A3G inh = blocks the Vif interaction with human APOBEC3G; Q9HC16; HeLa A3G-eYFP + Vif (tagged APOBEC3G with the HIV-1 protein that degrades it), YFP fluorescence, overnight; Potency, µM (top dose mostly 46.1 µM), inactives show top-dose activity, negative = active, usual class: inhibitors; 410,000 tested, 0.076% active; AID 602310;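 also: % is scaled to controls: 0 for no effect and ±100 for the full control effect; nearly all actives have a fitted effect of over 60% in size; hits raise eYFP signal because A3G escapes Vif-driven loss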
Target sequence (Q9HC16 whole entry, looked up): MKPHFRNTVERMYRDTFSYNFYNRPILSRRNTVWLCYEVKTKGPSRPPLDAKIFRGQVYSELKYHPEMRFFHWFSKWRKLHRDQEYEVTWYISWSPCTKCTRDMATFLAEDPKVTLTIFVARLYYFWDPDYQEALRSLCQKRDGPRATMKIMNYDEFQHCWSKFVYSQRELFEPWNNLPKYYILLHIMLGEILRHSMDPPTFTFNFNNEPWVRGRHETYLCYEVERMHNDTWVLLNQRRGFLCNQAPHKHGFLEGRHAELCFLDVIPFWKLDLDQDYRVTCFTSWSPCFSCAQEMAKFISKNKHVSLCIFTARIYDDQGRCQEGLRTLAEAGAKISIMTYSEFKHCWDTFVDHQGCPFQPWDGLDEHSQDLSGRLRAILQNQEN
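Read-out is eYFP fluorescence (Ex 488/Em 500-530) from Vif-expressing HeLa A3G-eYFP cells; more signal means A3G escaped Vif-mediated degradation. Cells plated overnight, compound pinned in, incubated overnight at 37 deg C.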
mIDH1 inhibitor = human IDH1 R132H inhibition; O75874; IDH1-R132H enzyme, NADPH consumption, diaphorase/resazurin fluorescence; Potency, µM (highest dose often 76.6 µM), for inactives: top-dose activity change, negative = inhibition, actives largely listed as inhibitors; 390,000 tested, 0.093% active; also: % is scaled to controls: 0 for no effect and ±100 for the full control effect; nearly all actives have a fitted effect of over 65% in size
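IDH1-R132H (0.5 ug/mL dispensed) in pH 7.5 Tris buffer was preincubated 30 min with compound, then given a substrate mix of 0.016 mM NADPH and 2 mM alpha-KG for 80 min at room temperature; remaining NADPH was read by diaphorase/resazurin fluorescence.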
Vif-APOBEC3F blk = inhibitors of Vif-A3F interaction. HeLa A3F-eYFP + Vif (tagged APOBEC3F with the HIV-1 protein that degrades it), YFP fluorescence increase. Potency, µM (series often up to 46.1 µM), for inactives: at the highest dose activity, negative = active. 390,000 tested, 0.2% active. AID 602313; also: % of control where 0% means no effect; nearly all actives have a fitted effect of over 65% in size
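Fluorescence increase (Ex 488/Em 500-530) after overnight compound treatment at 37 deg C flags inhibition of Vif-driven A3F-eYFP loss in stable HeLa A3F-eYFP/Vif cells seeded overnight beforehand.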
rTrxR1 inhibitor = inhibitors of rat thioredoxin reductase 1; O89049; recombinant rTrxR1, NADPH fluorescence consumption, selenite substrate; Potency, µM (top dose mostly 114 µM), inactives show at the top dose activity change, negative = inhibition, most hits filed as inhibitors; 390,000 tested, 1% active; AID 588453; also: % is scaled to controls: 0 for no effect and ±100 for the full control effect; nearly all actives have a fitted effect of over 65% in size
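Rat TrxR1 (90 nM in the dispensed reagent) was pre-reduced with 400 uM NADPH for 5 min at room temperature, then incubated with compound for 15 min. After 400 uM selenite was added, NADPH fluorescence (Ex 340/Em 450 nm) was followed for 8 min.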
ALOX12 inh = ALOX12 (human) lipoxygenase inhibition; Potency, µM (highest dose often 108 µM), without a hit: at the highest dose activity change, negative = inhibition, usual class: inhibitors; P18054; purified 12hLO, xylenol orange hydroperoxide absorbance; 580,000 tested, 1.1% active; also: % is scaled to controls: 0 for no effect and ±100 for the full control effect
Target sequence (P18054 whole entry, looked up): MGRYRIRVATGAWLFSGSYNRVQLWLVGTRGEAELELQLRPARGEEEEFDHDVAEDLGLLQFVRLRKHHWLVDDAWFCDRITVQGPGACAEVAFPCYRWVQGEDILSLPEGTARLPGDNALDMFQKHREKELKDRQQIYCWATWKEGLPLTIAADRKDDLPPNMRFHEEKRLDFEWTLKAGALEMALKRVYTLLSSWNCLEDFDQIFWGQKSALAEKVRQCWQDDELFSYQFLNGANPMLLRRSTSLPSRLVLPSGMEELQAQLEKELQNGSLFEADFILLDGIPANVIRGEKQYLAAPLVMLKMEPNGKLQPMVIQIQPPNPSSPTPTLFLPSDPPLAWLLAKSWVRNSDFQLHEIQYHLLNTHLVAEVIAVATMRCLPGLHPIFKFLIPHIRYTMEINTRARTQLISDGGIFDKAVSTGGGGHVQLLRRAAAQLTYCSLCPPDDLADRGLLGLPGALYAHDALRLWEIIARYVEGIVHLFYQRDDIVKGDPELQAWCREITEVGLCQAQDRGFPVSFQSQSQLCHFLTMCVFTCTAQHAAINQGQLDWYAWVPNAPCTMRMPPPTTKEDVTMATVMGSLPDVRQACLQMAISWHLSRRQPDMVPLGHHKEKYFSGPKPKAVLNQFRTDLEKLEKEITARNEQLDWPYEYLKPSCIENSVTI
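Purified human 12hLO at 150 nM in 25 mM Hepes, 0.01% Triton X-100, pH 7.0, preincubated 15 min at room temperature with compound. Reaction started with 40 uM arachidonic acid, 30 min at room temperature. Hydroperoxide measured by Fe-xylenol orange, 573/405 nm absorbance ratio.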
TrxR1 substrate = rat thioredoxin reductase 1 substrate activity | purified TrxR1 substrate turnover, NADPH consumption readout | O89049 | 390,000 tested, 0.01% active | Potency, µM (highest dose often 114 µM), inactives show at the highest dose activity change, negative = substrate turnover; also: % is scaled to controls: 0 for no effect and ±100 for the full control effect; nearly all actives have a fitted effect of over 50% in size
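Rat TrxR1, dispensed at 90 nM, was prereduced with 400 uM NADPH (final) for 5 min at ~22 deg C, then incubated with compound 15 min before 400 uM selenite. A first-read NADPH fluorescence drop versus no-compound background flagged substrates.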
RXFP1 agonist = agonists of human relaxin receptor RXFP1 | Potency, µM (doses to about 57.5 µM), for the others: at the highest dose activation, usual class: activators | 370,000 tested, 0.3% active | HEK293T-RXFP1 cAMP TR-FRET, 30 min; response scale: percent of porcine relaxin response, buffer zero | AID 2676; also: % is scaled to controls: 0 for no effect and ±100 for the full control effect; nearly all actives have a fitted effect of over 60% in size; many of its hits are not listed in these tables
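cAMP rise read by TR-FRET after 30 min, 37C compound exposure (up to 58 uM) in RXFP1-transfected HEK293 cells with Ro 20174 present. EC50 from Hill-equation fits, with 29 nM porcine relaxin as 100% and buffer as basal.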
RGS4 inh = inhibitors of human regulator of G protein signaling 4 | P49798 | Transcreener GDP fluorescence polarization, RGS4-accelerated GTP hydrolysis | Potency, µM (doses to about 114 µM), inactives show top-dose activity change, negative = inhibition, usual class: inhibitors | AID 504845 | 390,000 tested, 0.039% active; also: % is scaled to controls: 0 for no effect and ±100 for the full control effect; nearly all actives have a fitted effect of over 75% in size; some results filed as inactive show a strong effect at the top dose
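MLSMR compounds (23 nl, pin-transferred) preincubated 10 min at room temperature with a 500nM (2x) first reagent, then RGS4 at 900nM (2x) plus Transcreener GDP mix added; fluorescence polarization (620/688 nm) read before and after 90 min at 30 °C.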
Starred values were filed as active, the others as inactive; ? = inconclusive; · = not tested or not shown; [ ] = dose if it differs, or a comment. Calls follow the shape of the dose curve; as a rule, active = well fitted curve in the direction sought with a large enough effect; inconclusive = small, poorly fitted or top-dose-only effect, or another doubt; inactive = no such curve, though single readings can be large; an effect the other way counts as inactive or inconclusive. Potency is read from the fitted curve at half-maximal effect. These rows are one share of the data; rates above refer to the full screens.

Every second line gives: USP1 inh, Vif-A3G inh, mIDH1 inhibitor, Vif-APOBEC3F blk, rTrxR1 inhibitor, ALOX12 inh, TrxR1 substrate, RXFP1 agonist, RGS4 inh
[1] Cc1cccc(CN2CCCC(C(=O)Nc3ccccc3Oc3cccnc3)C2)c1 (stereo not given)
  -8%, 0%, -15%, -2%, 11%, 6%, -3%, -1.5%, 26%
[2] O=C(NCC(=O)N(CC1CCCO1)C(C(=O)NC1CCCCC1)c1ccc(F)cc1)c1ccco1 (stereo not given)
  -12%, -1%, 9%, -8%, 7%, 162%[activator][57.4 µM], 3%, 1.5%, -20%
[3] CCc1nnc2n1N=C(c1ccc(-c3cc(Cl)ccc3Cl)o1)CS2
  -18%, -4%, 5%, ·, -25%, ?, -8%, 3.5%, -8%
[4] CCOc1cc(/C=N/NC(=O)C(=O)NCC2CCCO2)ccc1OCC(=O)N1CCOCC1 (stereo not given)
  -18%, 3%, -1%, -2%, 7%[57.1 µM], 98%[activator], -2%[57.1 µM], -0.1%, 7%
[5] O=c1nc(NCc2ccccc2Cl)cn[nH]1
  ?, 2%, 8%, -1%, 10%, 2%[57.4 µM], 11%, 0.4%, 34%
[6] Cc1cc(C)c(NC(=O)CCN2CCCCC2)c(C)c1
  -6%, 0%, 10%, 0%, -18%, -18%, 1%, 2.3%, 10%
[7] COc1ccc(Cc2nnc(SCC(=O)Nc3ccc(C)c(Cl)c3)[nH]c2=O)cc1
  -5%, -6%, -10%, -11%, 0%[57.1 µM], ?, -5%[57.1 µM], -1.2%, -4%
[8] O=C(c1cc(-c2ccncc2)nc2ccc(Cl)cc12)N1CCN(Cc2ccc3c(c2)OCO3)CC1
  -8%, 0%, 0%, 2%, 24%[57.1 µM], ?, 7%[57.1 µM], 0.0%, 8%
[9] CCOc1ccc(C(=O)NCC(=O)NCCCSc2ccccc2)cc1OCC
  -15%, 2%, 8%, 2%, 7%, 0%, 1%, 2.5%, -3%
[10] CCN(CC)C(=O)C1CCC(C)(C(=O)O)C1(C)C (stereo not given)
  5%, 4%, 20%, 0%, 3%, 11%, 0%, 1.9%, 8%
[11] COc1cc(C(=O)Oc2cccc(/C=N/NC(=O)c3cccnc3)c2)cc(OC)c1OC
  -20%, ?, 15%, -11%, 8%, 3%, 1%, 0.6%, 0%
[12] Cc1ccc(C(=O)NNC(=S)NC(=O)c2ccccc2)cc1
  2%, 1%, 1%, -2%, -13%[57.1 µM], 0%, -1%[57.1 µM], ·, -41%
[13] Cc1ccc(NC2=C(C(=O)c3ccccc3)N(C)S(=O)(=O)c3ccccc32)cc1
  -26%, 2%, 2%, ·, -11%, -14%, -18%, -1.0%, -28%
[14] Cc1cc(C2=NNC(=Nc3ccc(S(=O)(=O)N4CCOCC4)cc3)SC2)c(C)n1C
  -25%, 5%, -13%, 11%, -9%, ?, -1%, 4.2%, ?
[15] Cc1ccc2c(=O)c(C(=O)c3ccc(F)cc3)cn(CC(=O)NCc3ccco3)c2n1
  -20%, -13%, -1%, 0%, -7%, 30%[activator], -4%, ?, -20%
[16] CCCCn1c(SCC(=O)N2CCOCC2)nnc1-c1ccoc1C
  -24%, 0%, 5%, 1%, 4%, 0%, 1%, 1.6%, 19%
[17] CCOc1ccc(OCC(=O)NCCS(=O)(=O)N2CCN(c3cccc(Cl)c3)CC2)cc1
  -24%, 1%, 28%, -4%, 19%[57.1 µM], -11%, -5%[57.1 µM], -2.1%, 9%
[18] Cc1ccc(OCCn2c(C3CC(=O)N(Cc4ccccc4)C3)nc3ccccc32)cc1 (stereo not given)
  -22%, -11%, ?, -10%, 2%[57.1 µM], ?, 4%[57.1 µM], 0.7%, -14%
[19] CC(=O)Nc1cccc(C(=O)OCC(=O)NC(=O)c2ccccc2)c1
  -6%, 4%, -7%, ?, 16%[57.1 µM], 9%, 5%[57.1 µM], 26%, 9%
[20] COc1cc(OC)c(C(=O)OCC(=O)Nc2ccc(N3CCOCC3)cc2)cc1OC
  -2%, 0%, 8%, -10%, -15%, -43%, -4%, ·, -1%
[21] COc1ccc(-c2c(C)nn3c(N)c(C#N)cnc23)cc1OC
  -12%, 6%, 1%, 4%, 11%[57.1 µM], -2%, -13%[57.1 µM], 13%, -50%
[22] Nn1c(SCC(=O)Nc2ccc(S(=O)(=O)N3CCCC3)cc2)nnc1C(F)(F)F
  -6%, 1%, 9%, -10%, 26%[57.1 µM], 3%, 22%[57.1 µM], -0.3%, 35%
[23] COc1ccc(C2=NN(C(=O)CCC(=O)O)C(c3ccccc3)C2)cc1 (stereo not given)
  -9%, 0%, -6%, -9%, 5%, 14%, 0%, 2.7%, 10%
[24] COc1cccc(CC2(CO)CCN(S(=O)(=O)N(C)C)CC2)c1
  -20%, -3%, 3%, 17%, 1%[57.1 µM], ?, -19%[57.1 µM], 0.0%, -5%
[25] Cc1c(C(=O)N2CCN(Cc3ccc4c(c3)OCO4)CC2)sc2ncnc(N3CCN(c4ccccc4)CC3)c12
  -19%, 2%, 6%, 11%, 14%, -1%, 1%, 7.7%, -3%
[26] O=[N+]([O-])C(/C=C(/Cl)[N+](=O)[O-])=C(N1CCCCC1)N1CCCCC1
  2%, 4%, -5%, 1%, 7.9µM*, ?, -10%[57.1 µM], -1.2%, 12%
[27] COc1cc(C(=O)Nc2cccc3cccnc23)cc(OC)c1OC
  -10%, -5%, 4%, 0%, 9%[57.1 µM], ?, 5%[57.1 µM], -2.7%, 10%
[28] CSc1nnc(C)c(=O)n1COC(=O)COc1ccc(F)cc1
  -19%, -6%, 0%, 11%, 16%, 14%, 4%, 1.0%, 15%
[29] COc1cc2c(cc1OC)C(C)N(C(=O)/C=C/c1cc(OC)c(OC)c(OC)c1)CC2 (stereo not given)
  -8%, -15%, 3%, 1%, 8%, -5%, 1%, 0.8%, 48%
[30] COc1cc(C2C(=O)c3ccccc3C2=O)ccc1O
  -23%, -2%, 11%, -15%, -4%, ?, -4%, 15%, -7%
[31] O=C(C1COc2ccccc2O1)N1CCN(c2ccccc2F)CC1 (stereo not given)
  -9%, -1%, 7%, -5%, 11%, 2%, 1%, 1.0%, 12%
[32] Cc1ccc(S(=O)(=O)CC(=O)N2CCN(c3ccccc3F)CC2)cc1
  3%, -4%, -4%, -15%, 1%, -7%, -4%, 0.3%, 1%
[33] Cn1nc(-c2ccccc2)c2ncc(C(F)(F)F)cc21
  -16%, 0%, -3%, 0%, 16%[57.1 µM], ·, 18%[57.1 µM], 4.9%, 17%
[34] O=C(NC1CC(=O)N(c2ccccc2)C1)c1ccc(S(=O)(=O)N2CCCC2)cc1 (stereo not given)
  -13%, -9%, 13%, 2%, 11%[57.1 µM], -15%, 9%[57.1 µM], 3.8%, -28%
[35] CC(C)(C)[C@@H]1C=C(C(N)=O)O[C@H](OCc2ccc(CO)cc2)C1
  -4%, 2%, -4%, -4%, 11%, ?, 3%, 0.0%, -43%
[36] COc1ccc(S(=O)(=O)N[C@@H](CSCc2ccccc2)C(=O)O)cc1
  -19%, -14%, -8%, 1%, -10%, ?, 5%, -0.8%, 13%
[37] CC(=O)SCC[N+](C)(C)C
  -21%, -2%, 3%, 1%, 25%[57.1 µM], -15%, 8%[57.1 µM], 0.0%, 27%[56.9 µM]
[38] O=C(C[n+]1ccccc1)Nc1ccc(Oc2ccccc2)cc1
  -20%, -1%, 6%, -1%, 15%, -5%, 3%, 2.2%, 8%

Filtered by structure, the entries above containing fluorine.
Every second line gives: USP1 inh, Vif-A3G inh, mIDH1 inhibitor, Vif-APOBEC3F blk, rTrxR1 inhibitor, ALOX12 inh, TrxR1 substrate, RXFP1 agonist, RGS4 inh
[2] O=C(NCC(=O)N(CC1CCCO1)C(C(=O)NC1CCCCC1)c1ccc(F)cc1)c1ccco1 (stereo not given)
  -12%, -1%, 9%, -8%, 7%, 162%[activator][57.4 µM], 3%, 1.5%, -20%
[15] Cc1ccc2c(=O)c(C(=O)c3ccc(F)cc3)cn(CC(=O)NCc3ccco3)c2n1
  -20%, -13%, -1%, 0%, -7%, 30%[activator], -4%, ?, -20%
[22] Nn1c(SCC(=O)Nc2ccc(S(=O)(=O)N3CCCC3)cc2)nnc1C(F)(F)F
  -6%, 1%, 9%, -10%, 26%[57.1 µM], 3%, 22%[57.1 µM], -0.3%, 35%
[28] CSc1nnc(C)c(=O)n1COC(=O)COc1ccc(F)cc1
  -19%, -6%, 0%, 11%, 16%, 14%, 4%, 1.0%, 15%
[31] O=C(C1COc2ccccc2O1)N1CCN(c2ccccc2F)CC1 (stereo not given)
  -9%, -1%, 7%, -5%, 11%, 2%, 1%, 1.0%, 12%
[32] Cc1ccc(S(=O)(=O)CC(=O)N2CCN(c3ccccc3F)CC2)cc1
  3%, -4%, -4%, -15%, 1%, -7%, -4%, 0.3%, 1%
[33] Cn1nc(-c2ccccc2)c2ncc(C(F)(F)F)cc21
  -16%, 0%, -3%, 0%, 16%[57.1 µM], ·, 18%[57.1 µM], 4.9%, 17%

Limited to Vif-A3G inh (two entries from above):
entry	structure	Vif-A3G inh
7	COc1ccc(Cc2nnc(SCC(=O)Nc3ccc(C)c(Cl)c3)[nH]c2=O)cc1	-6%
8	O=C(c1cc(-c2ccncc2)nc2ccc(Cl)cc12)N1CCN(Cc2ccc3c(c2)OCO3)CC1	0%

Screens as filed in PubChem BioAssay.
